SENP7 block = SENP7 protease inhibitors, primary screen, biochemical, luminescence, uHTS; Sentrin-specific protease 7 (Homo sapiens), Q9BQF6; recombinant SENP7, Z-RLRGG-aminoluciferin luminescence, 40 min; inhibition, % at 5 µM; actives 1.5% (n = 330,000); AID 434973, 2010;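 active means inhibition above about 50% at the single test dose, limit read from the data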;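 further: plate controls were DMSO with enzyme for no effect and no enzyme buffer wells for full effect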
Apaf-1 inh = inhibitors of human Apaf-1 apoptosome, primary screen, biochemical, DEVD-Rh110 fluorescence, uHTS | reconstituted apoptosome caspase-3 activity | inhibition, % at 20 µM | actives 0.71% (n = 330,000) | AID 489030, 2010; active means inhibition of at least 40% at 20 µM;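 further: plate controls were DMSO wells for no effect and DEVD-CHO caspase inhibitor wells for full effect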
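Material: reconstituted apoptosome with Apaf-1, cytochrome c, caspase-9, procaspase-3, dATP / Buffer or medium: pH 7.5 Hepes buffer with CHAPS, BSA, DTT / Also added: cytochrome c with DEVD-Rh110 / Schedule: compound with Apaf-1, dATP, procaspase-3 30 min, then 50 min reaction, room temperature / Technique: rhodamine 110 fluorescence at Ex 480/Em 540 nm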
SENP1 FRET inh = human SENP1 catalytic domain inhibitors, primary screen, biochemical, FRET, uHTS; Sentrin-specific protease 1 (Homo sapiens), Q9P0U3; recombinant SENP1 catalytic domain, CyPet-SUMO1-YPet FRET cleavage; inhibition, % at 10 µM; actives 0.21% (n = 360,000);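 active means inhibition at least 30% at 10 µM, raw YFP signal under a set limit, fluorescence ratio 0.5 to 1.5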;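 further: 0% = enzyme with DMSO and 100% = no enzyme wells; some results filed as inactive read as strong as hits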
Target sequence (Q9P0U3 419-644 limits assumed): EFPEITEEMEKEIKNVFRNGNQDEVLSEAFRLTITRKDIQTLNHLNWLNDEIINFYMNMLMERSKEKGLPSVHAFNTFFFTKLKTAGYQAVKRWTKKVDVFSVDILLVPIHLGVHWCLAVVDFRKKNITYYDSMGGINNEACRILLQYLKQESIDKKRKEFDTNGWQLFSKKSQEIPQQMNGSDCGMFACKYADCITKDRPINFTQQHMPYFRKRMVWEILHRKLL
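Compound: 10 µM single point, 0.5% DMSO; Test system: hSENP1 catalytic domain, recombinant; Timing: 50 min reaction at room temperature; Technique: FRET, CFP and YFP emission; Control set: no-enzyme wells low, DMSO-plus-enzyme wells high control.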
UBC13 polyUb = UBC13 polyubiquitin chain formation inhibitors, primary screen, biochemical, TR-FRET, uHTS; actives 0.47% (n = 330,000); inhibition, % at 20 µM; in the data active means inhibition above about 45%, passing the limit was not always enough
Target sequence (P61088 whole entry, looked up): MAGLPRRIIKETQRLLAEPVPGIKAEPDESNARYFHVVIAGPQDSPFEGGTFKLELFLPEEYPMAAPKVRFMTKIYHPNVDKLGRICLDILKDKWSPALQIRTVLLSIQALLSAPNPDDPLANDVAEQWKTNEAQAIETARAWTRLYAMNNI
SENP8 block-1 = SENP8 protease inhibitors, primary screen, biochemical, luminescence; Sentrin-specific protease 8 (Homo sapiens), Q96LD8; purified SENP8, Z-RLRGG-aminoluciferin cleavage; inhibition, % at 10 µM; actives 1.2% (n = 330,000); AID 2540, 2010; in the data active means inhibition above about 50%
Target sequence (Q96LD8 whole entry, looked up): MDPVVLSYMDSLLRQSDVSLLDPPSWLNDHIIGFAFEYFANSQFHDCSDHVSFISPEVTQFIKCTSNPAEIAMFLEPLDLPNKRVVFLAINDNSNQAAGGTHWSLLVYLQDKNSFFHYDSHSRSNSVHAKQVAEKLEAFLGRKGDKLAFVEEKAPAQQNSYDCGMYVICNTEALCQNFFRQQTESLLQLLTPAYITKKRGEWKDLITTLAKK
SENP6 inh = SENP6 protease inhibitors, primary screen, biochemical, luminescence, uHTS. actives 1.8% (n = 330,000). inhibition, % at 10 µM. Sentrin-specific protease 6 (Homo sapiens), Q9GZR1. Recombinant SENP6 catalytic domain, aminoluciferin luminescence;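 active means inhibition above about 50% at the single tested dose, limit read from the data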;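 further: plate controls were DMSO wells with enzyme for no effect and DMSO wells lacking enzyme for full effect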
APOBEC3G inh = APOBEC3G DNA deaminase inhibitors, primary screen, biochemical, fluorescence, single-stranded DNA substrate, uHTS; DNA dC->dU-editing enzyme APOBEC-3G (Homo sapiens), Q9HC16; recombinant A3G, ssDNA deamination FAM/TAMRA fluorescence; inhibition, % at 20 µM; actives 0.28% (n = 330,000); AID 493012, 2011;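 active means inhibition of at least 40% at 20 µM, with no more than 30% in the related APOBEC3A deaminase screen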;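 further: plate controls were DMSO wells with A3G for no effect and wells lacking A3G enzyme for full effect; some compounds called inactive have numbers as strong as hits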
Target sequence (Q9HC16 whole entry, looked up): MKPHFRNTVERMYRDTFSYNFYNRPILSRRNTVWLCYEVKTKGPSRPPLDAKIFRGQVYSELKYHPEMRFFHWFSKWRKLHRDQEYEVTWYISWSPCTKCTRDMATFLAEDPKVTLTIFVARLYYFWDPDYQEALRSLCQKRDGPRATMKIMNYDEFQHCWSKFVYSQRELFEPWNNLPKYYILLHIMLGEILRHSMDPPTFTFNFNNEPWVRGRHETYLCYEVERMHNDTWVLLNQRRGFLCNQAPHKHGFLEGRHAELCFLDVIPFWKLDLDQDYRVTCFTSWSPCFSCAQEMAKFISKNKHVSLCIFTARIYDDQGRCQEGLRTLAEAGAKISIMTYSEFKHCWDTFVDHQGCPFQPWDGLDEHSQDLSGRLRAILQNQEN
SENP8 block-2 = human SENP8 protease inhibitors, primary screen, biochemical, fluorescence, Nedd8 protein substrate, uHTS | AID 602440, 2012 | inhibition, % at 20 µM | actives 0.64% (n = 360,000) | recombinant SENP8 | Sentrin-specific protease 8 (Homo sapiens), Q96LD8; in the data active means inhibition mostly above about 40%, no sharp cut-off; inactive means mostly below about 27%
The depositor's hits bear a star; x = no result given. Compounds as they come; 3.6% or so of the library scored in one or more.

Second line of a record: SENP7 block	Apaf-1 inh	SENP1 FRET inh	UBC13 polyUb	SENP8 block-1	SENP6 inh	APOBEC3G inh	SENP8 block-2
COc1ccc(NC(=O)c2ccc(NC(=O)COC(=O)c3cnc(C)cn3)cc2)cc1
 : 7.8	-1.8	-4.0	-6.7	-13.1	-5.1	-9.2	-2.1
COc1ccc(-c2sc3cc(OC)c(OC)cc3c2C#CCO)cc1
 : 6.1	-3.2	-5.6	15.0	1.5	12.2	-3.6	-359.7
COc1ccc(C(C(=O)NC2CCCC2)N(CCC(C)C)C(=O)CCC(=O)Nc2cc(C)on2)cc1 (stereo unspecified)
 : 8.2	12.4	0.4	-1.1	3.6	0.5	-5.1	6.4
Cc1nn(C(C)C(=O)NCCc2cccs2)c(=O)c2nn(-c3ccccc3)c(C)c12 (stereo unspecified)
 : 0.1	1.1	-1.0	-1.3	1.6	3.0	-0.8	9.6
Cc1ccc(OCC(=O)N2CCc3ccccc3C2)c(Br)c1
 : 6.3	16.0	2.7	4.9	-4.8	2.0	-0.8	6.9
Cc1nc2cc(-c3cccc(F)c3)nn2c(C)c1CCC(=O)N1CCN(c2ccccn2)CC1
 : -11.1	17.3	1.2	21.6	4.1	11.4	-4.2	-261.6
Nc1c(-c2cccs2)cnn1-c1nc(-c2ccc(F)cc2)cs1
 : -12.7	-2.2	-17.6	-23.3	-16.2	-24.6	-1.9	7.0
CCC(=O)N[C@@H]1CC(C(C)(C)NC(=O)CC)CC=C1C (stereo partly specified)
 : 3.4	1.9	-1.3	1.7	0.0	2.1	-1.6	11.3
O=C(Cn1c(NCCCCl)nc2ccccc21)c1ccccc1
 : -1.5	-13.3	2.0	5.9	6.8	-9.7	-5.3	19.4
O=C1CN(C(=O)COC(=O)c2ccco2)c2ccccc2N1
 : 2.2	-3.2	1.9	0.7	7.5	-4.9	-2.6	2.6
CC1=C(C(=O)OCc2ccccc2)C(c2cccc([N+](=O)[O-])c2)NC(=O)N1 (stereo unspecified)
 : 0.4	-3.8	0.3	2.6	-5.0	-8.3	-8.5	3.7
CN(C)C(CNC(=O)c1c(F)cccc1Cl)c1ccco1 (stereo unspecified)
 : -5.7	1.5	-2.2	-11.7	3.0	-13.7	-8.2	14.0
O=S(=O)(c1ccccc1)N(CC(O)COc1ccccc1)c1ccccc1 (stereo unspecified)
 : -3.8	14.1	0.6	-6.3	-10.9	-21.1	-7.5	1.9
CC(=O)Nc1ccc(NS(=O)(=O)c2ccc(OC(C)C(=O)N3CCOCC3)cc2)cc1 (stereo unspecified)
 : -4.6	7.8	2.5	-1.0	-5.3	-12.8	-6.8	6.1
COc1cccc2cc(C(=O)Nc3ccccc3Cl)/c(=N/NS(=O)(=O)c3ccccc3)oc12
 : -0.8	-0.8	1.7	-14.0	-3.2	7.0	0.5	12.7
O=C(NCc1ccccc1)[C@H]1C[C@@H]1[C@H](NP(=O)(c1ccccc1)c1ccccc1)c1ccccc1
 : -1.6	10.4	1.6	2.5	3.8	-6.1	-6.4	4.8
O=C(Nc1ccnc(-c2cccnc2)n1)c1ccc(Cl)cc1
 : 1.4	-14.1	2.8	9.5	-4.7	-11.1	-1.2	6.2
CCCc1cc(=O)[nH]c(SCC(=O)N(C)C2CCS(=O)(=O)C2)n1 (stereo unspecified)
 : 1.5	-2.4	2.6	-3.6	-9.3	-8.5	-6.1	-7.0
O=C(CSc1ccccn1)Nc1cccc(S(=O)(=O)N2CCCC2)c1
 : -4.3	15.6	0.5	2.1	-7.3	-9.9	-8.4	-4.7
CC(=O)c1cc(C#N)c(SCCC(C)C)nc1C
 : 3.5	-8.9	-1.0	14.3	-2.6	-4.1	-7.1	14.0
COCCCNC(=O)CNC(=O)c1nn(-c2ccc(OC)cc2OC)c(=O)c2ccccc12
 : -2.1	0.0	1.5	-0.6	-4.3	-22.6	-7.7	13.6
Cn1cc(C(=O)N/N=C/c2cccc([N+](=O)[O-])c2)c2ccccc21
 : 1.1	-0.5	1.2	-4.7	0.5	-1.3	2.8	33.6
CC1CCN(C(=O)COC(=O)c2cc(Cl)c3c(c2)OCO3)CC1
 : 11.0	2.9	0.3	9.1	6.1	14.9	-1.3	10.2
CCN1CCN(CC(O)COCCOc2ccc(Br)cc2)CC1 (stereo unspecified)
 : -0.7	-1.1	-0.3	-4.3	-4.1	-4.4	1.1	-2.6
CCOC(=O)N1CCC(NC(=O)c2cc3c(-c4cccc(OC)c4)nn(C)c3s2)CC1
 : 9.7	19.6	-8.0	20.1	5.3	-1.4	2.1	-484.8
Cc1cc(SCC(=O)Nc2cccc(S(=O)(=O)N3CCOCC3)c2)nc2ccccc12
 : 1.9	11.3	-0.8	6.7	-1.5	0.7	-5.1	5.4
CCC(NS(=O)(=O)c1cccs1)c1ccc(C)cc1 (stereo unspecified)
 : -12.1	9.2	-4.0	-2.4	-10.3	-25.0	-6.7	-3.4
CCOC(=O)[C@H]1[C@H]2COc3ccc(Br)cc3[C@@H]2N2C(=O)N(c3ccc(F)cc3)C(=O)[C@@]12C
 : -1.9	16.6	-1.3	-1.8	11.1	8.4	-2.7	9.7
CCOC(=O)Cn1c2ccc(C)cc2c2nc(C)sc21
 : 2.4	3.0	-3.7	-12.3	6.2	50.8*	-5.4	11.1
c1cncc(-c2noc(-c3ccco3)n2)c1
 : 7.9	-4.1	-7.5	-0.4	0.2	32.7	0.4	9.4
Cc1cc(C)n(-c2ccc(NC(=O)C3CCCCN3C(=O)c3cc(C)oc3C)cc2)n1 (stereo unspecified)
 : -16.6	11.1	-0.9	-0.7	-10.2	-1.5	-1.1	13.9
COC(=O)c1cc(C(=O)c2ccccc2)n2c(=O)/c(=C\N(C)C)sc12
 : -2.9	-6.0	x	17.6	-2.2	-5.6	-4.0	x
CC(COS(N)(=O)=O)Cc1ccc(C(F)(F)F)cc1 (stereo unspecified)
 : -4.2	10.0	0.3	-0.6	2.7	-3.7	6.3	17.6
CC(C)C(=O)c1cc2c(cc1NC(=O)c1ccccc1)OCCO2
 : -6.9	23.0	-0.4	1.2	-7.2	-7.1	-2.9	-141.4
O=C(CSc1nc2ccccc2c(=O)n1-c1ccccc1)N1CCC1
 : -3.9	-15.4	-1.1	9.3	0.6	7.9	-11.1	6.2
O=C(NCC1CCCN(Cc2ccccc2F)C1)c1cccc(C(F)(F)F)c1 (stereo unspecified)
 : 5.0	6.9	-0.9	2.9	7.1	10.7	6.6	6.5
O=C(O)/C=C\C(=O)Nc1ccccc1N1CCN(c2ccccc2)CC1
 : 0.4	0.2	-2.8	4.4	0.4	-5.6	-6.8	-3.9
CCOC(=O)c1sc(=S)n(-c2ccc(OC)cc2)c1C
 : 2.1	-3.9	-0.9	-2.5	10.1	-9.7	-3.1	8.8
CCCCCN(C(=O)CCC(=O)OCC(=O)N(CC#N)c1ccccc1)c1c(N)n(CCCC)c(=O)[nH]c1=O
 : 0.6	-4.1	-0.2	-3.4	-9.6	-3.7	-10.6	2.1
CN1C(=O)NC(c2ccccc2)C2=C1CN(Cc1ccccc1)C2=O (stereo unspecified)
 : -10.7	14.6	x	-15.4	-5.3	4.5	6.4	x
C=CCNC(=O)Cn1nnc(-c2ccc(-c3ccc(OC)cc3)cc2)n1
 : -21.0	-11.8	1.6	-13.7	-13.2	0.3	8.2	-1.3
N#Cc1ccc(C(=O)Nc2ccc(S(=O)(=O)NC3=NCCCCC3)cc2)cc1
 : -5.2	7.6	-2.2	-4.1	-10.1	-10.1	-1.6	9.9
CN(C)C(=O)CSc1nc(-c2ccccc2)c(-c2ccccc2)o1
 : -3.1	17.4	0.3	1.8	-4.7	-17.5	-5.4	-200.9
CCOC(=O)CC(=O)CSc1nc2ccc(C)cc2cc1C#N
 : -10.4	-10.4	-27.7	-38.1	-0.4	13.5	-0.7	-49.5
Cc1sc(NC(=O)Nc2ccccc2)c(C(N)=O)c1C
 : 0.0	-1.4	1.1	25.9	-9.3	-36.5	33.5	6.6
CCC(C)(C)n1nnnc1C(c1ccc(OC)c(OC)c1)N1CCN(c2ccccc2)CC1 (stereo unspecified)
 : 0.0	6.9	2.0	0.8	-7.0	13.3	-4.6	20.4
CC(C)(C)c1cc(OC(=O)C2CCCC2)ccc1O
 : 13.0	19.9	1.6	-6.2	-2.9	10.2	4.3	8.7
CC(C)n1c(SCC(=O)N2CCN(C(=O)c3ccco3)CC2)nc2c1c(=O)n(C)c(=O)n2C
 : -1.4	-13.1	1.3	16.3	-1.7	-14.6	-3.8	17.2
[O-][n+]1c2c(nn1-c1ccc(Cl)c(Cl)c1)-c1nonc1CC2
 : -12.4	2.2	-0.8	1.0	3.8	19.4	-8.8	1.7
COc1ccc(-n2c(-c3ccco3)nc3c(cnn3-c3ccc(C)cc3)c2=O)cc1
 : 5.3	-5.5	1.4	21.3	3.3	-1.2	-6.6	-59.0

Part of the list above, showing only SENP6 inh, APOBEC3G inh and UBC13 polyUb:
| canonical_smiles | SENP6 inh | APOBEC3G inh | UBC13 polyUb |
| --- | --- | --- | --- |
| Cc1sc(NC(=O)Nc2ccccc2)c(C(N)=O)c1C | -36.5 | 33.5 | 25.9 |
| CCC(C)(C)n1nnnc1C(c1ccc(OC)c(OC)c1)N1CCN(c2ccccc2)CC1 (stereo unspecified) | 13.3 | -4.6 | 0.8 |

Additional results follow:
Second line of a record: SENP7 block	Apaf-1 inh	SENP1 FRET inh	UBC13 polyUb	SENP8 block-1	SENP6 inh	APOBEC3G inh	SENP8 block-2
CC(Oc1ccc(C(=O)c2ccccc2)cc1)C(=O)N1CCOCC1 (stereo unspecified)
 : 5.0	-6.6	1.0	-4.1	4.4	-1.3	-9.9	16.2
CCCCNC(=O)C(=O)NC(C)CCc1ccccc1 (stereo unspecified)
 : 4.8	-1.4	1.3	5.4	-4.5	7.1	-7.8	19.9
CC(C)N1CCC(N2CCN(Cc3cccnc3)CC2CCO)CC1 (stereo unspecified)
 : 7.5	-6.3	-0.2	-8.1	-11.5	-18.1	-3.1	9.4
Cc1oc(-c2ccccc2F)nc1CS(=O)(=O)CC(=O)N1CCN(c2ccccc2)CC1
 : -8.7	36.2	0.3	12.1	-7.1	-8.4	-12.5	17.7
C/C(=N\NC(=O)c1cc(C(C)C)[nH]n1)c1ccco1
 : 8.6	4.0	1.0	-20.5	-8.7	-20.3	-3.4	10.6
Cc1ccccc1CN1CCN(CC(=O)NCc2ccccn2)C1=O
 : -11.6	6.6	-2.7	-1.0	-12.9	-16.7	-11.2	-8.5
Cc1cc(C)cc(C(=O)NCC(=O)NNC(=O)CSc2ccccc2F)c1
 : 2.2	0.6	2.8	-3.7	-0.1	-13.0	-4.9	6.6
COC(=O)c1ccc2c(c1O)C(=O)c1ccccc1C2=O
 : 43.9	17.2	12.1	-130.2	44.0	70.6*	-1.7	26.7
Cc1ccc(OCC(=O)NCCCNC(=O)c2ccccn2)cc1
 : -4.8	5.1	-0.8	2.4	-3.2	-27.7	2.9	6.9
Cn1cnnc1SC1CCCCC1NS(=O)(=O)c1ccccc1 (stereo unspecified)
 : -0.1	13.8	0.8	-5.9	-2.7	12.4	10.3	13.5
CCONC(=O)Nc1ccccc1[N+](=O)[O-]
 : 3.7	-3.6	1.0	8.6	4.8	11.6	-8.7	19.3

From PubChem
